ER stress rescue: protection against thapsigargin-triggered cell killing – 384-well, CSM14.1, ATP luminescence, primary screen (AID 1222); CSM14.1 thapsigargin-induced death rescue, ATP luminescence; higher % means a stronger effect; one-dose cellular ATP content (survival), % at 20 µM; EC50 in µM for titrated hits; 190,000 tested, under 10 active;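 active = EC50 below 50 µM in the dose-response confirmation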;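 note: death triggered by thapsigargin at about 15 µM added after 2 h compound pretreatment; cell ATP read after overnight thapsigargin exposure of roughly 18 to 22 hours; normalized against plate controls of thapsigargin alone and 5% DMSO vehicle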
NTR1 agonist: agonists of NTR1, primary screen, imaging, U2OS cells, beta-arrestin-GFP, high content (AID 493036); 330,000 compounds, 0.17% hits; NTR1-U2OS beta-arrestin-GFP spot imaging, agonist mode; activation, % at 20 µM; P30989;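 active = activation at or above 40% of the spot to cytoplasm intensity ratio, with at least 20 cells analyzed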;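 note: 0% = DMSO without peptide and 100% = 100 nM NTR1 peptide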
Target sequence (P30989 whole entry, looked up): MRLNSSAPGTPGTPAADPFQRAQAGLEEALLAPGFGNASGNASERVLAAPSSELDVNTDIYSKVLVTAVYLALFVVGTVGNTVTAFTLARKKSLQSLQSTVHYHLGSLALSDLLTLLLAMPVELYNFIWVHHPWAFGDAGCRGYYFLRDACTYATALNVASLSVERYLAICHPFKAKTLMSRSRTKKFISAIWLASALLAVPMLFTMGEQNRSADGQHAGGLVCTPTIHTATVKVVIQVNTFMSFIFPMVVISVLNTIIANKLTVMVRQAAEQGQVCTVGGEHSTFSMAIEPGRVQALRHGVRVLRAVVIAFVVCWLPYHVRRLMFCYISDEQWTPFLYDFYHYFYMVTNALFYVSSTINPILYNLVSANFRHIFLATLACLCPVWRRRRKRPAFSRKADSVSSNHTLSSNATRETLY
KOR beta-arrestin-1: KOR agonists, beta-arrestin recruitment, primary screen, cell-based, luminescence, uHTS (AID 1777); KOR beta-arrestin recruitment, luminescence; higher % means a stronger effect; activation, % at 10 µM; hits with a dose series show EC50 in µM; 280,000 compounds, 0.02% hits; in the data active = activation above about 50%, passing the limit was not always enough; note: a part of the inactive calls stands beside numbers as strong as those of hits
KOR beta-arrestin-2: KOR antagonists, beta-arrestin recruitment, cell-based, luminescence, uHTS (AID 1778). KOR beta-arrestin recruitment, luminescence, antagonist mode; higher % means a stronger effect. inhibition, % at 10 µM, or IC50 in µM where a hit was titrated. 290,000 compounds, 0.091% hits; note: strong numbers were not always called active
Yfh1-depleted yeast: enhancers of respiration in Yfh1-depleted yeast, dose response, Friedreich's ataxia, plus single-dose screen (AID 1465); S. cerevisiae Yfh1-off respiration, WST-1 reduction, 72 h; higher fold induction means a stronger effect; fold induction at 50 µM, or EC50 in µM where a hit was titrated; 220,000 compounds, 0.074% hits;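 active = fold induction of absorbance versus untreated yeast above a set limit, then at least 30% activation at any dose in follow-up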;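 note: activators that raise dye reduction in frataxin-depleted yeast; strong numbers were not always called active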
GPR55 beta-arrestin: selective activators of receptor GPR55 – imaging, U2OS cells, beta-arrestin-GFP redistribution, primary screen (AID 1961); 290,000 compounds, 0.048% hits; activation, % at 10 µM; hits with a dose series show EC50 in µM; U2OS GPR55 beta-arrestin-GFP redistribution imaging; higher % means a stronger effect;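 active = activation above 40% with more than 50 cells counted in the well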;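 note: U2OS osteosarcoma cells stably expressing GPR55 and beta-arrestin-GFP; plate controls were DMSO negative control for no effect and LPI positive control for full effect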
NOD1 inhibition: inhibition of NOD1-driven NF-kB reporter – cell-based, luminescence, uHTS, primary screen (AID 1578); NOD1-driven NF-kB luciferase reporter cells, luminescence; higher % means a stronger effect; one-dose inhibition, % at 4 µM; EC50 in µM for titrated hits; 290,000 compounds, 1% hits; in the data active = inhibition mostly above about 36%, no sharp cut-off; inactive = mostly below about 34%;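 note: HEK-293T reporter cells stimulated with the NOD1 agonist gamma-tri-DAP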
NOD2 inhibition: NOD2 signaling inhibitors, cell-based, luminescence, uHTS, HEK293 (AID 1566); HEK293 NOD2/NF-kB luciferase reporter, luminescence; higher % means a stronger effect; 290,000 compounds, 0.63% hits; inhibition, % at 4 µM; hits with a dose series show EC50 in µM; note: many of its hits are not listed in these tables
TNAP activators: human TNAP enzyme activators, primary screen, biochemical, luminescent, no phosphate acceptor, uHTS (AID 1001). purified TNAP, luminescent activation assay, no phosphate acceptor; higher activation fold means a stronger effect. one-dose activation fold at 20 µM; EC50 in µM for titrated hits. 200,000 compounds, 0.03% hits; in the data active = activation fold from about 3, or a potency from the dose series; inactive = the rest, 99 in 100 with activation fold below about 1.6; note: many of its hits are not listed in these tables
NTR1 agonist cell count 20 µM: recorded beside NTR1 agonist, whose call it bears; cell count; measured here: cell count, cytotoxicity flag
Starred values were filed as active, the others as inactive; i = inactive; x = not tested or not shown; [ ] = remark or other dose. Cut-off read from the data, not from the text of the source, unless noted: active = inhibition above about 50%; inactive = the rest. This is a subset; the hit share may differ from the screen's.

SMILES | ER stress rescue | NTR1 agonist | NTR1 agonist cell count 20 µM | KOR beta-arrestin-1 | KOR beta-arrestin-2 | Yfh1-depleted yeast | GPR55 beta-arrestin | NOD1 inhibition | NOD2 inhibition | TNAP activators
O=C(O)c1ccccc1OCc1nc2ccccc2s1 | x | 2.1 | 53 | -6.6% | -6.3% | x | 0.0% | -50.1% | -58.4% | x
COc1ccc(Cl)cc1NC(=S)NCCN1CCOCC1 | -1.1% | 0.1 | 28 | -1.6% | -43.1%[20 µM] | i | -0.1% | -33.1% | 8.0% | 1.1
CC1=NN(c2nc(-c3ccc(C)cc3)cs2)C(=O)C1N=Nc1cccc(O)c1 (configuration not stated) | -3.6% | 8.8 | 39 | -2.1% | 28.0% | i | -0.4% | 2.3% | 23.3% | 1
COCCCNC(=S)Nc1ccc(OC(F)F)cc1C | 0.6% | -0.3 | 40 | -5.5% | -13.1% | i | 0.1% | -25.9% | 14.3% | 1.1
Cc1cc(C)nc(NC(=O)c2ccc(Cl)cc2Cl)n1 | 1.5% | 0.2 | 56 | x | 1.8%[20 µM] | i | -0.1% | -18.5% | 3.5% | 1
CCOC(=O)CSc1[nH]c(=O)cc(C)c1C#N | -2.8% | -0.7 | 98 | -3.4% | -6.4% | i | -0.1% | 3.7% | 13.1% | 1.1
O=c1cc(-c2ccc(O)c(-c3c(O)cc(O)c4c(=O)cc(-c5ccc(O)cc5)oc34)c2)oc2cc(O)cc(O)c12 | -3.4% | 6.9 | 62 | -1.1% | 5.8% | i | 0.6% | 1.9% | 4.1% | 1
COc1ccc(/C=C/c2nnc(NC(=O)C(C)(C)C)s2)cc1 | x | 6.7 | 56 | x | 5.0% | i | -0.1% | -11.2% | 10.4% | x
Cc1nnsc1Sc1ccccn1 | 1.1% | 0.7 | 90 | -2.1% | 4.5% | i | -0.5% | -42.3% | -4.7% | 1
Cc1ccc(N2NC(=O)/C(=C/c3ccc(-c4ccc(Cl)c(C(=O)O)c4)o3)C2=O)cc1 | -1.4% | 0.1 | 87 | -1.4% | -16.4% | i | -0.6% | -18.1% | 20.9% | 0.9
Cc1ccc2c(c1)Sc1c(ccc3ccccc13)N2 | x | 6.7 | 59 | -1.2% | 5.4% | i | -0.1% | -16.5% | -208.1% | x
CCCn1cnnc1CNC(=O)C1CCC(=O)N(CCc2ccc(OC)cc2)C1 (configuration not stated) | x | -0.5 | 52 | 0.6% | -54.4% | x | -0.1% | -26.0% | -2.5% | x
S=c1[nH]c(-c2ccccc2)cs1 | -1.6% | -0.3 | 34 | -4.1% | 25.7% | i | 0.5% | -33.6% | -4.7% | 1.1
CCN1CCN(C(CNS(=O)(=O)c2ccccc2)c2ccccc2)CC1 (configuration not stated) | x | 0.5 | 55 | -6.7% | -28.1% | x | -0.2% | -18.5% | 6.4% | x
COc1ccc(N2CC(C(=O)N[C@@H](CC(C)C)C(=O)NC3CCCC3)CC2=O)cc1 (some centres not stated) | x | -1.6 | 54 | -1.8% | 26.1% | x | -0.2% | -6.7% | 24.4% | x
Cc1ccc(C)c(Cn2nc3c4ccccc4n(Cc4ccccc4)cc-3c2=O)c1 | x | 1.7 | 98 | 2.6% | 22.0% | x | -0.1% | -1.5% | 1.7% | x
COC(=O)Cc1ccc(NC(=S)NCc2ccc(Cl)cc2)cc1 | -0.6% | -0.3 | 52 | -1.0% | 14.3% | i | -0.6% | -26.1% | 4.2% | 1.1
COCC(=O)NC1(c2nnnn2CCOC(=O)Nc2ccc(Cl)cc2)CCCCC1 | 0.3% | -0.9 | 46 | -4.1% | 43.3% | i | -0.5% | -6.8% | -4.4% | 1.1
Fc1ccc(CNc2ncccn2)cc1 | x | -1.1 | 53 | -4.0% | -0.6% | x | -0.3% | -26.4% | 0.8% | x
COc1ccc(Nc2nc(NCc3ccco3)nc(N/N=C/c3ccc(O)cc3)n2)cc1 | -3.9% | 6.6 | 57 | 3.6% | -24.0% | i | -0.6% | 20.0% | -3.9% | 1.4
CCN1C(=C2C(=O)c3ccccc3C2=O)C=Cc2ccccc21 | -0.8% | 1.6 | 72 | 0.6% | 4.7% | i | -0.1% | -39.6% | 2.2% | 0.9
O=C(O)c1cc(O)ccc1NC(=O)c1cccc2ccccc12 | x | 1.0 | 56 | 0.8% | -11.1% | i | -0.2% | -7.4% | 30.9% | x
CCn1c(SCC(=O)NCC2CCCO2)nnc1-c1ccc(Cl)cc1 (configuration not stated) | -0.7% | -0.7 | 85 | -5.9% | -3.6% | i | -0.2% | -22.4% | 16.2% | 1.1
CC(C)Cn1c2c(c(=O)[nH]c1=O)C(C(F)(F)F)(C(F)(F)F)N=C(CCC1CCCCC1)N2 | -2.5% | 15.7 | 61 | -1.2% | -75.2% | i | 0.1% | 8.2% | 6.9% | 1.2
Cc1ccc(C)c(N(CC(=O)N(C)C)S(C)(=O)=O)c1 | -3.2% | -0.5 | 48 | 2.2% | -1.7% | i | -0.1% | -11.1% | -13.2% | 1.1
CSc1nc2cc(C)nn2c(-c2ccccc2)c1C#N | x | 2.0 | 44 | -0.9% | x | i | 1.3% | 1.1% | -0.4% | x
COC(=O)COc1ccc(S(=O)(=O)Nc2ccccc2SC)cc1 | -1.3% | 3.3 | 58 | -0.3% | 1.5% | i | -0.1% | -16.7% | 13.5% | 1.1
Cn1c(CSc2nc3ccccc3s2)nnc1SCC(=O)NCCCN1CCOCC1 | 1.3% | -0.9 | 60 | -1.4% | -45.7% | i | -0.1% | -20.0% | 2.8% | 1.1
COCCNC(=O)CCCn1c(=O)c2ccccc2n(Cc2ccccc2C#N)c1=O | x | -0.6 | 69 | -3.6% | 14.1% | x | -0.1% | -4.5% | 2.3% | x
CC(C)CCCN1C(Nc2ccccc2)=NC[C@@H]1C | x | -0.3 | 87 | -4.2% | -10.8%[20 µM] | x | 0.6% | -5.1% | 4.0% | x

One compound at a time, from the list above. Screens in order: ER stress rescue | NTR1 agonist | NTR1 agonist cell count 20 µM | KOR beta-arrestin-1 | KOR beta-arrestin-2 | Yfh1-depleted yeast | GPR55 beta-arrestin | NOD1 inhibition | NOD2 inhibition | TNAP activators
COCC(=O)NC1(c2nnnn2CCOC(=O)Nc2ccc(Cl)cc2)CCCCC1 is listed with 0.3% | -0.9 | 46 | -4.1% | 43.3% | i | -0.5% | -6.8% | -4.4% | 1.1
Cc1ccc(C)c(Cn2nc3c4ccccc4n(Cc4ccccc4)cc-3c2=O)c1 is listed with x | 1.7 | 98 | 2.6% | 22.0% | x | -0.1% | -1.5% | 1.7% | x
CSc1nc2cc(C)nn2c(-c2ccccc2)c1C#N is listed with x | 2.0 | 44 | -0.9% | x | i | 1.3% | 1.1% | -0.4% | x

(list continues)
SMILES | ER stress rescue | NTR1 agonist | NTR1 agonist cell count 20 µM | KOR beta-arrestin-1 | KOR beta-arrestin-2 | Yfh1-depleted yeast | GPR55 beta-arrestin | NOD1 inhibition | NOD2 inhibition | TNAP activators
Cc1ccccc1S(=O)(=O)Nc1nc2ccccc2nc1Cl | -1.1% | 0.7 | 51 | -3.9% | 9.3% | i | 0.7% | -20.8% | -6.0% | 1
Cc1cccc(N/C=C(\[N+](=O)[O-])S(=O)(=O)c2ccccc2)c1 | -1.0% | -0.7 | 63 | 4.5% | -20.7% | i | 0.0% | -25.4% | 11.8% | 1.1
COc1ccc(NC(=O)C(CC(C)C)NC(=O)C2CCC(C)CC2)cc1 (configuration not stated) | x | -0.4 | 53 | -4.3% | 5.7% | x | -0.2% | -21.6% | 3.3% | x
O=C(NCCNCCO)c1c(O)c2cccc3c2n(c1=O)CCC3 | -0.5% | 1.1 | 43 | -1.7% | -55.2% | i | -0.2% | 29.1% | 13.0% | 1.1
COc1ccc(S(=O)(=O)Nc2c(NC3CCCCC3)c3ccccc3oc2=O)cc1OC | x | -0.1 | 67 | 2.2% | -23.3% | x | -0.4% | -7.5% | 15.6% | x
CC1(C)OC(=O)C(=NNc2ccc(C(=O)O)cc2)C(=O)O1 | x | -0.6 | 64 | x | 8.6% | i | 0.5% | 1.4% | 23.2% | x
COc1ccc(N2CC(O)=C(c3nc(-c4ccc(F)cc4)cs3)C2=N)cc1Cl | -1.0% | 4.0 | 60 | 58.8% | -73.6% | i | -0.2% | -47.1% | 2.9% | 1.1
COc1cccc(OCc2nc3c4cnn(-c5ccccc5)c4ncn3n2)c1 | x | 0.0 | 60 | -3.3% | 20.8% | i | -0.1% | -8.2% | 8.7% | 1
O=C1CCCCN1CCCC(=O)N1CCCC(Nc2ccccc2)C1 (configuration not stated) | x | -0.2 | 53 | -0.7% | -3.3% | x | 0.2% | -19.1% | 9.0% | x
CC(C)C1=C2OC(N)=C(C#N)C(C#N)=C2C(C)CC1 (configuration not stated) | -1.9% | 0.6 | 56 | -1.0% | 1.6% | i | 0.3% | 9.5% | 19.9% | 1.1
O=S1(=O)C=C(SCc2cccc(Cl)c2)Nc2ccccc21 | 0.0% | -1.2 | 49 | 0.8% | 0.9% | x | 0.5% | 21.1% | 8.0% | 1
CCNc1ccc(C(=O)OCC(=O)NCCN2C(=O)CSC2=O)cc1[N+](=O)[O-] | -1.3% | 0.7 | 69 | -7.5% | 4.5% | i | -0.2% | -18.1% | -5.2% | 1.1
COC(=O)N/N=C(\C)c1ccc(C)c([N+](=O)[O-])c1 | -2.8% | 1.0 | 39 | -3.6% | -35.0% | i | -0.2% | -16.3% | 6.4% | 1.1
COc1ccc(CCNC(=O)CSc2cc(=O)[nH]c(N)n2)cc1OC | 1.5% | 0.3 | 54 | -9.9% | -19.1% | i | 0.8% | -21.5% | 16.6% | 1.1
CCOc1ccc(CCNC(=O)C2CCCN(c3ncnc4c3nc3n4CCCCC3)C2)cc1 (configuration not stated) | x | 3.1 | 54 | -4.8% | 17.6% | x | -0.1% | -22.7% | 18.9% | x
COc1ccc(NC(=S)NC(=O)CC(C)C)c(OC)c1 | -1.3% | -1.0 | 78 | -2.5% | 11.2% | i | -0.9% | -10.9% | 0.0% | 1
CCOC(=O)COc1cccc2c(=O)n(CC(=O)NCCc3ccccc3)ccc12 | -3.9% | 2.7 | 80 | 2.8% | 20.7% | i | -0.2% | -9.2% | 15.6% | 1.1
CCN(c1ccccc1)S(=O)(=O)c1ccc(Cl)c(NC(=O)COC(=O)C2CC2C)c1 (configuration not stated) | 2.3% | 0.2 | 57 | -3.3% | 20.8% | i | 0.8% | -32.9% | 2.2% | 1.1
CC(NC(=O)CCC(=O)NC(C)C1COc2ccccc2O1)C1COc2ccccc2O1 (configuration not stated) | -0.2% | 0.4 | 61 | 2.5% | -9.3% | i | -0.1% | -19.5% | 7.6% | 1.1
O=C(COc1ccc(F)cc1)Nc1nnc(C2CCCCC2)s1 | x | -0.3 | 67 | -0.2% | -4.1% | x | 0.0% | -18.3% | -5.1% | x
CN(C)c1cc[n+](Cc2c(Cl)cccc2Cl)cc1 | -2.2% | -0.6 | 96 | -4.3% | 23.9% | i | -0.1% | -0.6% | 31.7% | 1.1
COc1cc(C2/C(=C(\O)c3ccc4c(c3)OCCO4)C(=O)C(=O)N2CCN2CCOCC2)cc(OC)c1OC (configuration not stated) | x | 0.7 | 78 | 2.5% | -8.5% | x | -0.1% | -12.2% | -10.7% | x
